# Bioassay records as filed in PubChem.
# Sm TGR inh: S. mansoni TGR enzyme inhibition. Q962Y6. purified TGR, DTNB reduction, TNB absorbance 405 nm. Potency, µM (top dose mostly 114 µM), for inactives: top-dose activity change, negative = inhibition, most hits filed as inhibitors. 360,000 tested, 3% active. AID 485364; further: potency means the concentration at half of the fitted maximal effect; nearly all actives have a fitted effect of over 60% in size
#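 Kinetic colorimetric format: TGR-catalysed, NADPH-driven DTNB reduction monitored via TNB absorbance. Enzyme dispensed at 20 nM; compound exposure 15 min at room temperature before reaction start.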
# AMA1 RON2 block: inhibitors of Plasmodium falciparum AMA1-RON2 interaction; AlphaScreen AMA1-biotinylated RON2 peptide binding; Potency, µM (doses to about 58.2 µM), without a hit: at the top dose activity change, negative = inhibition, most hits filed as inhibitors; 360,000 tested, 0.2% active;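 further: potency means the concentration at half of the fitted maximal effect; 0% = vehicle wells and -100% = peptide control; nearly all actives have a fitted effect of over 45% in size; some results filed as inactive show a strong effect at the top dose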
#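 AMA1 (3D7) with his tag at 25 nM final met compounds first, then biotinylated RON2 peptide at 25 nM; detection used donor plus acceptor beads, 10 µg/mL apiece, read by AlphaScreen after 30 min at room temperature.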
# AmpC inh detg: inhibitors of E. coli AmpC beta-lactamase with detergent. P00811. AmpC hydrolysis of nitrocefin, absorbance 480 nm, 0.01% Triton. Potency, µM (doses to about 114 µM), without a hit: top-dose activity change, negative = inhibition, actives largely listed as inhibitors. 370,000 tested, 0.041% active. AID 485294;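 further: potency means the concentration at half of the fitted maximal effect; 0% = no-compound wells and -100% = no-enzyme wells; nearly all actives have a fitted effect of over 25% in size; some results filed as inactive show a strong effect at the top dose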
# Target sequence (P00811 whole entry, looked up): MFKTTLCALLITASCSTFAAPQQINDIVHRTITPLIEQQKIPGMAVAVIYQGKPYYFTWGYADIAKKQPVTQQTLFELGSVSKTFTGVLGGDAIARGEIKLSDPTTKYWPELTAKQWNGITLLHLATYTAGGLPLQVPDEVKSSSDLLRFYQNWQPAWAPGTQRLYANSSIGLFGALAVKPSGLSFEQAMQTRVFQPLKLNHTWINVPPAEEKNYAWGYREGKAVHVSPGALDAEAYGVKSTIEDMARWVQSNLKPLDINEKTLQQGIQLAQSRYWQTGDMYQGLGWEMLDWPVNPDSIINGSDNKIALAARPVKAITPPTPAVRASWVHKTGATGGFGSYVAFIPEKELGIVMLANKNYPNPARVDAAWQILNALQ
#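 AmpC (5.3 nM in the dispensed reagent) in 20 mM phosphate pH 7.0 with 0.01% (detergent screen) or 0.0001% Triton X-100 was preincubated with compounds for 15 min at room temperature. Nitrocefin was then added from an 800 uM solution, and hydrolysis was followed at 480 nm.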
# AmpC no deterg: AmpC beta-lactamase inhibition without detergent | AmpC nitrocefin hydrolysis, absorbance 480 nm, 0.0001% Triton | Potency, µM (doses to about 57.1 µM), inactives show top-dose activity change, negative = inhibition, actives largely listed as inhibitors | 330,000 tested, 0.52% active;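 further: potency means the concentration at half of the fitted maximal effect; plate controls were no compound for no effect and no enzyme for full effect; nearly all actives have a fitted effect of over 20% in size; some results filed as inactive show a strong effect at the top dose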
#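 AmpC (5.3 nM in the dispensed reagent) in 20 mM phosphate pH 7.0 with 0.01% (detergent screen) or 0.0001% Triton X-100 was preincubated with compounds for 15 min at room temperature. Nitrocefin was then added from an 800 uM solution, and hydrolysis was followed at 480 nm.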
# HCMV antiviral: inhibitors of human cytomegalovirus | HFF cells, HCMV-luciferase reporter, 72 h; stronger effect = lower value | 410,000 tested, 4.5% active | activity change, negative = inhibition, % at 57.5 µM; in the data active means activity change below about -60%; inconclusive means no clear call, values can overlap the other calls; inactive means above about -39%
#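 Two compound doses tested in HFFs infected with HCMV-luciferase, MOI 1 PFU/cell, 72 h at 37C. Lysate luminescence read with OneGlo; data normalized against buffer-only and 10uM Salinomycin inhibitor controls.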
# TbPYK inhibitor: blocks Trypanosoma brucei pyruvate kinase; Potency, µM (top dose mostly 76.8 µM), for the others: at the top dose activity, negative = inhibition, actives largely listed as inhibitors; TbPYK enzyme, Kinase-Glo Plus ATP luminescence, 45 min; AID 624173; Q57TT1; 410,000 tested, 0.12% active; further: potency means the concentration at half of the fitted maximal effect; nearly all actives have a fitted effect of over 50% in size
#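 In this concentration-response screen, enzyme-free wells defined baseline while DMSO plates tracked drift. Each reaction combined TbPYK, substrate, compound and 130 uM ADP for 45 min at room temperature. Kinase-Glo Plus luminescence gave the signal.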
# LmPK inhibitor: inhibitors of Leishmania mexicana pyruvate kinase; Q27686; purified LmPK, Kinase-Glo ATP luminescence, 1 h; Potency, µM (top dose mostly 57.5 µM), for the others: top-dose activity change, negative = inhibition, usual class: inhibitors; 290,000 tested, 0.37% active; AID 1721; further: potency means the concentration at half of the fitted maximal effect
# Target sequence (Q27686 whole entry, looked up): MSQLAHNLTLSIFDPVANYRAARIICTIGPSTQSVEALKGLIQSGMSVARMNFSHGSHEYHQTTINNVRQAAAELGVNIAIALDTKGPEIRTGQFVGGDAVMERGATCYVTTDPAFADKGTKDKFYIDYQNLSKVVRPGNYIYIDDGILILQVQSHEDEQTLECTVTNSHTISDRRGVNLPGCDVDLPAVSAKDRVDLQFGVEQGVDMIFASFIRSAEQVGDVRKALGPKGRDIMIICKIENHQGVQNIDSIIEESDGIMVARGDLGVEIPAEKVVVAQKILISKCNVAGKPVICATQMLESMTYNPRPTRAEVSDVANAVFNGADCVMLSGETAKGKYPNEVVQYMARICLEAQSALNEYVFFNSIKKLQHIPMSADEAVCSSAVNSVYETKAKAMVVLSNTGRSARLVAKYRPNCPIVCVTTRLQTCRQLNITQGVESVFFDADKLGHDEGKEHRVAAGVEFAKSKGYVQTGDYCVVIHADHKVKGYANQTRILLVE
#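 qHTS format; LmPK 0.1 nM; substrates PEP 0.5 mM and ADP 0.1 mM. One-hour room-temperature incubation, then coupled luciferase luminescence; 0.5 nM enzyme wells mark activation.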
# An asterisk follows results filed as active; ? = inconclusive; / = no result given; & = joins results of further samples; [ ] = remark or other dose. Unless noted, the call rests on the fitted dose curve; in most records, active means well fitted curve in the direction sought with a large enough effect; inconclusive means small, poorly fitted or top-dose-only effect, or another doubt; inactive means no such curve, though single readings can be large; an effect the other way counts as inactive or inconclusive. Unless noted, on the % scale 0 is the no-effect control and ±100 the full control effect.
1) O=C(Cc1noc2ccccc12)Nc1ccc(Cl)cc1
2) Cc1cccc(CCNC(=O)C2CCCN(S(=O)(=O)c3ccc4c(c3)oc(=O)n4C)C2)c1 (stereo not given)
3) CCOC(=O)N1CCN(c2ccc([N+](=O)[O-])cc2F)CC1C (stereo not given)
4) NS(=O)(=O)c1cc([N+](=O)[O-])ccc1NCc1cccnc1
5) O=C(CN1C(=O)C2CCCCN2c2ccc(C(=O)N3CCCC3)cc21)NCc1ccccc1 (stereo not given)
6) O=C(CC1NC(=O)NC1=O)Nc1ccccc1 (stereo not given)
compound no.,1,2,3,4,5,6
Sm TGR inh,-2%,-5%,-9%,5%,-14%,13%
AMA1 RON2 block,2%,/,-17%,-13%,/,1%
AmpC inh detg,-4%,-1%,-6%,-1%,-3%,2%
AmpC no deterg,-22%,/,4%,-18%,/,-6%
HCMV antiviral,-5,-7,-38,36,-10,-29
TbPYK inhibitor,1%,-2%,-9%,1%,5%,/
LmPK inhibitor,-2%,/,2%,0%,/,-8%

7) O=C1CN(C(=O)CCN2CCOCC2)C(c2ccccc2)c2cc(Br)ccc2N1 (stereo not given)
8) CC#CCNCc1ccccc1
9) CN(C)c1ccc(/C=N/NC(=O)c2ccccn2)cc1
10) Clc1cc(NCc2cccs2)ccc1N1CCOCC1
11) CCCCn1c(NS(=O)(=O)c2ccccc2)c(C(=O)OCC)c2nc3ccccc3nc21
12) CCOC(=O)Cn1c(=O)oc2cc(S(=O)(=O)Nc3ccc(N(CC)CC)cc3C)ccc21
compound no.,7,8,9,10,11,12
Sm TGR inh,4%,9%,0%,45µM*,-31%,-4%
AMA1 RON2 block,-16%,28%,54%[activator],-6%,-2%,-13%
AmpC inh detg,?,?,-2%,-1%,-4%,?
AmpC no deterg,20%,-13%,-20%,-12%,-50%,-2%
HCMV antiviral,-26,47,106,122,?,-77*
TbPYK inhibitor,-7%,-9%,?,-10%,2%,-11%
LmPK inhibitor,2%,-3%,13µM*,-3%,-1%,1%

13) C=CCN1C(=O)/C(=C/c2ccc(O)cc2)S/C1=N/c1nccs1
14) O=C(Nc1ccc(NC(=O)c2ccco2)cc1)c1ccco1
15) CCN1CCN(CCNC(=O)c2ccc(/C=C3\Sc4ccccc4N(Cc4ccccc4F)C3=O)cc2)CC1
16) CCOC(=O)C(=O)/C(C#N)=C/Nc1ccccc1
17) Cc1cc(Cl)c(S(=O)(=O)N/N=C/c2ccc3c(c2)OCO3)c(Cl)c1
18) O=C(NCc1cccnc1)c1ccc(Cl)c(Cl)c1
compound no.,13,14,15,16,17,18
Sm TGR inh,2%,-22%,-4%,-24%,6%,5%
AMA1 RON2 block,-9%,-6%,0%,1%,-11%,17%
AmpC inh detg,?,1%,-7%,-12%,0%,?
AmpC no deterg,-24%,-8%,128%[activator],-18%,-25%,-13%
HCMV antiviral,?,-4,?,0,-1,26
TbPYK inhibitor,-4%,-4%,5%,7%,0%,-8%
LmPK inhibitor,-2%,-9%,-3%,-1%,-13%,6%

19) CSc1ccccc1OCc1cc(C(=O)N(C)Cc2cc(C)[nH]n2)no1
20) CSc1ccc(Cl)c(C(=O)OCC(=O)Nc2ccccc2OC(F)F)c1
21) O=C(CCn1nc(-c2ccc(Cl)cc2)ccc1=O)N1CCN(c2ccccc2)CC1
22) Cc1ccc(Cl)cc1NC(=O)Nc1nnc(N2CCCC(C)C2)s1 (stereo not given)
23) O=C(CSc1nnnn1-c1cccc2ccccc12)NC(C(=O)O)(c1ccccc1)c1ccccc1
24) C/C=C/c1ccc(O)c(OC)c1
compound no.,19,20,21,22,23,24
Sm TGR inh,4%,-12%,-31%,27%,-3%,-3%
AMA1 RON2 block,15%,-1%,-7%,/,-12%,-13%
AmpC inh detg,-8%,-6%,5%,14%,-1%,-4%
AmpC no deterg,69%[activator],-41%,186%[activator],/,-37%,-26%
HCMV antiviral,23,-25,?,13,2,42
TbPYK inhibitor,0%,6%,0%,2%,6%,43%&2%[activator]
LmPK inhibitor,0%,2%,-5%,/,7%,/

25) Cc1ccc(Nc2nnc(SC(C)C(=O)NC3CC3)s2)cc1 (stereo not given)
26) COc1ccc(NC(=O)CC2C(=O)N(c3cccc(OC)c3)C(=O)N2C(C)C)cc1 (stereo not given)
27) O=C1NN(c2ccccc2)C(=O)C2C3C=CC(C4CC34)C12 (stereo not given)
28) O=S(=O)(/N=C(/NC(=S)Nc1ccccc1)c1ccccc1)c1ccc(Cl)cc1
29) CCN(CC)c1ccc(C2N(C(=O)N3CCOCC3)CCN2S(=O)(=O)c2ccc(C)cc2)cc1 (stereo not given)
30) COc1cccc(N(CC(=O)N2CCCC2)S(C)(=O)=O)c1
compound no.,25,26,27,28,29,30
Sm TGR inh,0%,5%,2%,?,5%,3%
AMA1 RON2 block,-20%,-1%,?,18%,-10%,-4%
AmpC inh detg,7%,-1%,?,-2%,-10%,-16%
AmpC no deterg,-15%,-9%,-3%,-43%,132%[activator],-9%
HCMV antiviral,0,-27,-24,21,-9,-3
TbPYK inhibitor,-1%,0%,1%,0%,-6%,3%
LmPK inhibitor,/,0%,1%,0%,5%,1%

# Rewritten with tabs: 11 of the compounds above
nr	mol	Sm TGR inh	AMA1 RON2 block	AmpC inh detg	AmpC no deterg	HCMV antiviral	TbPYK inhibitor	LmPK inhibitor
19	CSc1ccccc1OCc1cc(C(=O)N(C)Cc2cc(C)[nH]n2)no1	4%	15%	-8%	69%[activator]	23	0%	0%
20	CSc1ccc(Cl)c(C(=O)OCC(=O)Nc2ccccc2OC(F)F)c1	-12%	-1%	-6%	-41%	-25	6%	2%
21	O=C(CCn1nc(-c2ccc(Cl)cc2)ccc1=O)N1CCN(c2ccccc2)CC1	-31%	-7%	5%	186%[activator]	?	0%	-5%
22	Cc1ccc(Cl)cc1NC(=O)Nc1nnc(N2CCCC(C)C2)s1 (stereo not given)	27%	/	14%	/	13	2%	/
23	O=C(CSc1nnnn1-c1cccc2ccccc12)NC(C(=O)O)(c1ccccc1)c1ccccc1	-3%	-12%	-1%	-37%	2	6%	7%
24	C/C=C/c1ccc(O)c(OC)c1	-3%	-13%	-4%	-26%	42	43%&2%[activator]	/
25	Cc1ccc(Nc2nnc(SC(C)C(=O)NC3CC3)s2)cc1 (stereo not given)	0%	-20%	7%	-15%	0	-1%	/
26	COc1ccc(NC(=O)CC2C(=O)N(c3cccc(OC)c3)C(=O)N2C(C)C)cc1 (stereo not given)	5%	-1%	-1%	-9%	-27	0%	0%
27	O=C1NN(c2ccccc2)C(=O)C2C3C=CC(C4CC34)C12 (stereo not given)	2%	?	?	-3%	-24	1%	1%
28	O=S(=O)(/N=C(/NC(=S)Nc1ccccc1)c1ccccc1)c1ccc(Cl)cc1	?	18%	-2%	-43%	21	0%	0%
29	CCN(CC)c1ccc(C2N(C(=O)N3CCOCC3)CCN2S(=O)(=O)c2ccc(C)cc2)cc1 (stereo not given)	5%	-10%	-10%	132%[activator]	-9	-6%	5%

# Next part.
31) CC(C)Oc1ccc(C2c3c(oc4ccccc4c3=O)C(=O)N2CCCN2CCOCC2)cc1 (stereo not given)
32) CCOc1ccc(C2CC(c3cccc(Cl)c3)n3nc(N)nc3N2)cc1 (stereo not given)
33) O=C(O)/C(=C\c1cccc(C(F)(F)F)c1)c1ccc(S(=O)(=O)N2CCCC2)s1
34) COc1ccccc1C(=O)CSc1n[nH]c(N)n1
35) CCCOc1ccccc1OCC(=O)Nc1cccc(S(=O)(=O)NC2=NCCC2)c1
36) COc1ccccc1CNS(=O)(=O)c1ccc2c(c1)CCCN2C(C)=O
compound no.,31,32,33,34,35,36
Sm TGR inh,40µM*,-13%,-17%,10%,-1%,-3%
AMA1 RON2 block,3%,0%,25%,-6%,-9%,-3%
AmpC inh detg,0%,?,?,-8%,0%,-8%
AmpC no deterg,82%[activator],-16%,-22%,-17%,4%,0%
HCMV antiviral,-27,-19,-6,49,14,-39
TbPYK inhibitor,-3%,-1%,0%,-15%,3%,3%
LmPK inhibitor,2%,-7%,/,2%,/,6%

37) Cc1ccc(-c2nc3ncccc3o2)cc1NC(=O)C(C)C
38) Cc1ccc(N(CC(=O)Nc2cccc(Cl)c2)S(=O)(=O)c2cccs2)cc1
39) CCOC(=O)C1=C(CSc2nnnn2C)N(C)C(=O)NC1c1ccccc1 (stereo not given)
40) O=C(NCC1CC1)C1CCCN(S(=O)(=O)c2ccc(-n3cnnn3)cc2)C1 (stereo not given)
41) Fc1cccc(Cl)c1-c1nnc2ccc(N3CCOCC3)nn12
42) CN(C)C(CNC(=O)c1cc2ccccc2oc1=O)c1ccccc1 (stereo not given)
compound no.,37,38,39,40,41,42
Sm TGR inh,-4%,5%,-17%,0%,4%,-2%
AMA1 RON2 block,-6%,/,0%,5%,11%,5%
AmpC inh detg,-7%,8%,-2%,-12%,3%,-14%
AmpC no deterg,-14%,/,-1%,-9%,-5%,-13%
HCMV antiviral,8,-9,11,10,62,6
TbPYK inhibitor,-5%,4%,6%,-12%,/,-2%
LmPK inhibitor,0%,/,-2%,1%,-2%,-8%

43) C=CCSc1nnc(NC(=O)CSc2nnc(C)s2)s1
44) COc1cc(/C=C2/CCCC(C(=O)C(F)(F)F)=C2O)ccc1O
45) COc1ccc(CN(C(=O)CO/N=C/c2ccccc2)c2ccccc2C(=O)O)cc1
46) CCS(=O)(=O)c1ccc2oc(Nc3cccc(OC)c3)nc2c1
47) COc1ccc(S(=O)(=O)Nc2ccc(Oc3ccsc3C(=O)O)cc2)cc1
48) CCSc1nnc([C@@H]2CCCN2C(=O)OC(C)(C)C)o1
49) CC(=O)Nc1ccc(O)c(-c2nc3ccccc3s2)c1
50) Cc1cccc(N(CC(=O)N2CCOCC2)S(C)(=O)=O)c1
compound no.,43,44,45,46,47,48,49,50
Sm TGR inh,3%,35µM*,0%,-1%,-11%,5%,9%,5%
AMA1 RON2 block,5%,8%,-3%,16%,-9%,12%,0%,-2%
AmpC inh detg,?,4%,-14%,-10%,?,?,-4%,-6%
AmpC no deterg,-17%,-25%,-26%,-45%,-23%,9%,-18%,-25%
HCMV antiviral,9,-14,10,29,5,-15,113,22
TbPYK inhibitor,-6%,-21%,-9%,-27%,8%,-13%,1%,3%
LmPK inhibitor,-1%,3%,1%,-11%,-1%,-2%,3%[11.5 µM],2%

# No enrichment for hits. About 7.4% of those tested had a hit in this group.
